TcdB inh – TcdB glycohydrolase inhibitors, primary screen, biochemical, single point, plate reader; actives 0.24% (n = 350,000); Toxin B (Clostridioides difficile), P18177; TcdB glycohydrolase enzymatic assay; inhibition, % at 9.99 µM; in the data active means inhibition above about 10%
Anthrax LF inh2 – Bacillus anthracis LF protease inhibitors, primary screen, biochemical, multiplex microsphere, MLPCN library. Lethal factor (Bacillus anthracis), P15917. multiplex microsphere protease cleavage assay. inhibition, % at 10 µM. actives 0.12% (n = 360,000). AID 588501, 2011; further: plate controls were buffer without enzyme for full effect and enzyme alone for no effect
Target sequence (P15917 whole entry, looked up): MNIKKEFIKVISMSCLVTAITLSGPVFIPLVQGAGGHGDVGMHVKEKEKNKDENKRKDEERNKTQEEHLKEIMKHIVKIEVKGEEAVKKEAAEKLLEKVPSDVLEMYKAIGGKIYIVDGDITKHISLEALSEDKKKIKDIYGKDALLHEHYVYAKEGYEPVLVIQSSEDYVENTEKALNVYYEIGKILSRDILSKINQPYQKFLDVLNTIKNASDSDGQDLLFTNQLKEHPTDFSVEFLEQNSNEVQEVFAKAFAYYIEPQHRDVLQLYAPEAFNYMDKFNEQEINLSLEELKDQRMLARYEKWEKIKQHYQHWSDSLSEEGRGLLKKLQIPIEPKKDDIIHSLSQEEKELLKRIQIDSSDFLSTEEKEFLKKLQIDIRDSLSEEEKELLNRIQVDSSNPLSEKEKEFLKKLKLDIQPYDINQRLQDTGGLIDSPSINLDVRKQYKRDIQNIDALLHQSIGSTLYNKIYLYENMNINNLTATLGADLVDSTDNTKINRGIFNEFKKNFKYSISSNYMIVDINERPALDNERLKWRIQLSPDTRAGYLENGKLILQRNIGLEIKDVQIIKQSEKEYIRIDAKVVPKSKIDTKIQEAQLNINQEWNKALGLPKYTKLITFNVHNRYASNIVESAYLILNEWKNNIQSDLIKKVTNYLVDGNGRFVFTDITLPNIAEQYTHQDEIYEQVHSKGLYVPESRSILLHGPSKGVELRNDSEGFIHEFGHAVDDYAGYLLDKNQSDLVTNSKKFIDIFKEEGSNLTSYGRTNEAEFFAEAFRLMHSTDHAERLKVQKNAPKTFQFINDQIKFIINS
PfHsp40 rescue – rescue of yeast from PfHsp40 toxicity, primary screen, S. cerevisiae, ATP luminescence | growth rescue, % at 12.5 µM | actives 0.68% (n = 340,000) | S. cerevisiae expressing PfHsp40, growth rescue | AID 504582, 2011; in the data active means growth rescue above about 28%, passing the limit was not always enough; inconclusive means no clear call, values can overlap the other calls;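 further: yeast W303a lacking pdr1 and pdr3 grown in galactose medium; growth measured after three days at 30 °C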
CCHF vOTU inh – CCHFV vOTU protease inhibitors, primary screen, biochemical, Pep-AMC substrate, fluorescence. inhibition, % at 11.5 µM. AID 651958, 2012. actives 0.55% (n = 370,000). Crimean-Congo hemorrhagic fever virus L polyprotein viral ovarian tumor (vOTU) protease …; in the data active means inhibition above about 30%; further: 0% = vehicle wells with enzyme and 100% = no enzyme wells
PrPC surface inh – inhibitors of human cell surface prion protein PrPC, primary screen, cell-based, TR-FRET; inhibition, % at 13.8 µM; TR-FRET read-out; actives 0.43% (n = 370,000); in the data active means inhibition above about 24%; further: 0% = median of the test wells and 100% = reference compound wells
FadD28 binding – inhibitors of FadD28 bisubstrate probe binding, primary screen, biochemical, fluorescence polarization, single point. Mycobacterium tuberculosis FadD28 fatty-acid-AMP ligase. inhibition, % at 12.5 µM. actives 0.22% (n = 360,000). AID 588549, 2011; in the data active means inhibition above about 8.5%, passing the limit was not always enough; inconclusive means no clear call, values can overlap the other calls
BoNT A protease – BoNT/A light chain protease inhibitors, primary screen, biochemical, flow cytometry, MLPCN library; Botulinum neurotoxin type A light chain protease (Clostridium botulinum A str. ATCC 3502); multiplex microsphere protease substrate cleavage; inhibition, % at 10 µM; actives 0.17% (n = 360,000); AID 588499, 2011; further: plate controls were buffer without enzyme for full effect and enzyme alone for no effect
BoNT F protease – BoNT/F light chain protease inhibitors, primary screen, biochemical, flow cytometry, MLPCN library; Botulinum neurotoxin type F light chain protease (Clostridium botulinum); Multiplex microsphere protease cleavage assay; inhibition, % at 10 µM; actives 0.22% (n = 360,000); in the data active means inhibition above about 35%, passing the limit was not always enough; inconclusive means no clear call, values can overlap the other calls; further: plate controls were buffer without enzyme for full effect and enzyme alone for no effect
Y pestis TopoI – Yersinia pestis topoisomerase I inhibitors, primary screen, biochemical, cleavage product accumulation, plate reader, single point; activity, % at 10 µM; AID 504884, 2011; actives 0.064% (n = 360,000); Y. pestis Topo-I cleavage product accumulation; DNA topoisomerase I (Yersinia pestis CO92); in the data active means activity above about 50%, passing the limit was not always enough; inconclusive means no clear call, values can overlap the other calls; further: inactives centre near 2
* = called active by the depositor; ? = inconclusive; . = not tested or not shown. Unless noted, no stated cut-off is given here; in the data, active means inhibition above about 30%; inconclusive means no clear call, values can overlap the other calls; inactive means below that.

The opening 2 entries (preview)
structure	TcdB inh	Anthrax LF inh2	PfHsp40 rescue	CCHF vOTU inh	PrPC surface inh	FadD28 binding	BoNT A protease	BoNT F protease	Y pestis TopoI
O=C(O)c1ccc(NCc2ccc(Br)cc2)cc1	-0.1	-2	2.2	11	6	-0.4	-0.4	2	6
COc1ccc(-c2nc(CS(=O)(=O)CC(=O)NCc3ccccc3Br)c(C)o2)cc1	1.0	-7	-0.7	7	13	-1.6	0.1	3	34

All compounds of this part, repeating the preview:
structure	TcdB inh	Anthrax LF inh2	PfHsp40 rescue	CCHF vOTU inh	PrPC surface inh	FadD28 binding	BoNT A protease	BoNT F protease	Y pestis TopoI
O=C(O)c1ccc(NCc2ccc(Br)cc2)cc1	-0.1	-2	2.2	11	6	-0.4	-0.4	2	6
COc1ccc(-c2nc(CS(=O)(=O)CC(=O)NCc3ccccc3Br)c(C)o2)cc1	1.0	-7	-0.7	7	13	-1.6	0.1	3	34
COc1ccc(NC(=O)CN(C)C(=O)C2CCCO2)cc1 (stereo not given)	0.1	-3	0.5	-8	7	-0.6	0.1	-6	-1
Nc1nccc(-c2nn(-c3ccc(Cl)cc3)ccc2=O)n1	2.3	-16	-0.1	2	1	-1.0	-11	?	-6
Nc1nc(-c2ccccc2)c(N=Nc2cccc3ccccc23)s1	0.6	-11	-0.4	15	-4	0.0	-2.0	-63	-42
COc1ccc(OCCCC(=O)Nc2cc(Cl)ccc2-n2cncn2)cc1	2.3	-20	0.3	-9	-1	-2.5	-87	-131	17
CCN(CC)C(=O)Cn1c(=O)oc2ccccc21	1.1	-2	-1.1	9	-1	-2.5	0.1	4	-4
CC1CCN(S(=O)(=O)N2CCC(C(=O)NCc3ccc4c(c3)OCO4)CC2)CC1	.	-2	1.2	18	4	-3.9	0.2	0	19
COc1cc(C2NC(=S)NC(C)=C2C(=O)Nc2cc(C)cc(C)c2)ccc1O (stereo not given)	1.0	-10	0.2	-8	0	-5.2	1.1	-6	1
NC(=O)NC(=O)COC(=O)c1ccc(OC(F)F)cc1	-1.7	2	-1.2	3	-3	-1.0	-0.1	3	-2
Nc1cc(OCC(F)(F)F)cc(OCC(F)(F)F)c1	0.1	-1	-1.1	-11	-1	-2.8	-1.4	-9	-3
O=C(COC(=O)c1c(Cl)ccc(Cl)c1Cl)NCC1CCCO1 (stereo not given)	0.6	-2	0.7	-15	-2	-3.7	-1.2	2	4
O=C(OC(C(=O)NCc1ccc(F)cc1)c1ccccc1)c1ccco1 (stereo not given)	-2.0	21	-0.9	6	4	-0.4	0.3	-15	7
Cc1ccccc1N1C(=S)NC2c3ccccc3OC1(C)C2C(=O)N(C)C (stereo not given)	1.2	-4	-0.7	-6	-2	0.0	-0.8	-7	-4
O=C(CSc1ncccn1)NNC(=O)c1ccccc1	0.3	1	-0.4	0	9	1.3	-6.2	-11	8
C/C=C(/C)C(=O)Nc1cccc(C2=NOC3(C2)C[C@@H](C(N)=O)N(C(=O)CC(c2ccccc2)c2ccccc2)C3)c1 (stereo not given in full)	0.9	-10	3.2	5	3	-5.7	-0.7	-2	22
Cc1nc(NC(=S)NC(=O)COc2ccc(Cl)cc2)ccc1Br	-0.1	-7	-1.4	-4	-2	-2.5	-1.2	-1	-1
COc1ccccc1-n1c(SCC(=O)OC(C)C)nc2cccnc21	1.7	2	-0.7	-3	-1	-1.1	0.4	-6	5
C/C=C/c1ccc(OCCCCOc2ccc(OC)cc2)c(OC)c1	.	-2	0.8	-108	5	0.3	0.4	-6	46
O=C(NCCSCc1ccco1)Nc1cccc(Cl)c1	.	-7	-2.0	18	14	-2.0	-2.2	-10	-3

Another view of part of the listing above.
O=C(OC(C(=O)NCc1ccc(F)cc1)c1ccccc1)c1ccco1 (stereo not given)
  TcdB inh: -2.0
  Anthrax LF inh2: 21
  PfHsp40 rescue: -0.9
  CCHF vOTU inh: 6
  PrPC surface inh: 4
  FadD28 binding: -0.4
  BoNT A protease: 0.3
  BoNT F protease: -15
  Y pestis TopoI: 7

Cc1ccccc1N1C(=S)NC2c3ccccc3OC1(C)C2C(=O)N(C)C (stereo not given)
  TcdB inh: 1.2
  Anthrax LF inh2: -4
  PfHsp40 rescue: -0.7
  CCHF vOTU inh: -6
  PrPC surface inh: -2
  FadD28 binding: 0.0
  BoNT A protease: -0.8
  BoNT F protease: -7
  Y pestis TopoI: -4

O=C(CSc1ncccn1)NNC(=O)c1ccccc1
  TcdB inh: 0.3
  Anthrax LF inh2: 1
  PfHsp40 rescue: -0.4
  CCHF vOTU inh: 0
  PrPC surface inh: 9
  FadD28 binding: 1.3
  BoNT A protease: -6.2
  BoNT F protease: -11
  Y pestis TopoI: 8

C/C=C(/C)C(=O)Nc1cccc(C2=NOC3(C2)C[C@@H](C(N)=O)N(C(=O)CC(c2ccccc2)c2ccccc2)C3)c1 (stereo not given in full)
  TcdB inh: 0.9
  Anthrax LF inh2: -10
  PfHsp40 rescue: 3.2
  CCHF vOTU inh: 5
  PrPC surface inh: 3
  FadD28 binding: -5.7
  BoNT A protease: -0.7
  BoNT F protease: -2
  Y pestis TopoI: 22

Compound profiles, as listed above:
`O=C(COC(=O)c1c(Cl)ccc(Cl)c1Cl)NCC1CCCO1` (stereo not given) reads TcdB inh: 0.6; Anthrax LF inh2: -2; PfHsp40 rescue: 0.7; CCHF vOTU inh: -15; PrPC surface inh: -2; FadD28 binding: -3.7; BoNT A protease: -1.2; BoNT F protease: 2; Y pestis TopoI: 4
`Cc1ccccc1N1C(=S)NC2c3ccccc3OC1(C)C2C(=O)N(C)C` (stereo not given) reads TcdB inh: 1.2; Anthrax LF inh2: -4; PfHsp40 rescue: -0.7; CCHF vOTU inh: -6; PrPC surface inh: -2; FadD28 binding: 0.0; BoNT A protease: -0.8; BoNT F protease: -7; Y pestis TopoI: -4

(more compounds)
structure	TcdB inh	Anthrax LF inh2	PfHsp40 rescue	CCHF vOTU inh	PrPC surface inh	FadD28 binding	BoNT A protease	BoNT F protease	Y pestis TopoI
c1ccn(-c2ccc(N3CCOCC3)cc2)c1	.	-3	-0.5	5	5	-4.6	-0.1	-6	-2
CC(C)(C)NC(=O)NC(=O)CN1CC=C(c2ccccc2)CC1	0.3	-5	1.4	25	7	-0.8	1.9	7	19
O=S(=O)(c1cccc2cccnc12)N1CCN(Cc2ccccc2)CC1	0.1	-5	2.7	1	8	0.5	0.1	2	12
CC(=O)c1c(C)[nH]c(C(=O)Nc2cccc(S(=O)(=O)N3CCCCC3)c2)c1C	-3.5	-6	0.1	9	7	-15	0.1	-4	-2
C=CCn1c(=O)c(C(=O)Nc2ccc(C)cn2)c(O)c2ccccc21	1.1	10	0.7	-7	-5	-2.3	0.6	?	0
CC1CCN(CCCNC(=O)c2cc3c(Cl)nc4ccccc4c3s2)CC1	2.3	0	2.6	2	2	-15	0.6	4	-2
O=C(CSc1ccccn1)Nc1ccc(Cl)cn1	0.9	0	-0.4	-6	8	-2.4	0.0	1	1
O=C(COc1ccc2ccc(=O)oc2c1)N1CC[C@@]2(O)CCCC[C@H]2C1	1.5	-1	-1.0	-6	2	-2.8	0.3	4	-8
COc1ccc(C(=O)NC2CCCCC2)cc1S(=O)(=O)N1CCCC1	.	1	1.1	8	3	-2.1	1.3	-4	0
O=C(CCC(=O)c1ccc(Oc2ccccc2)cc1)Nc1ccc(Cl)cc1Cl	.	-6	0.8	6	2	-0.1	-0.4	-13	4
CC(=O)Nc1ccc(S(=O)(=O)N2CCc3cc4c(cc3C2C)OCCCO4)cc1 (stereo not given)	1.9	0	0.8	0	0	0.2	0.7	-3	2
Cc1ccc(S(=O)(=O)Nc2cc(C(F)(F)F)ccc2N2CCOCC2)c(C)c1	0.0	-1	?	7	7	-1.2	-0.5	-6	30
CN(C)c1ccc(C(=O)OCC(=O)c2ccc[nH]2)cc1	0.7	3	-0.3	10	-1	-1.1	-0.2	-4	5
COC(=O)Cc1c(C)c2ccc(OC(=O)c3ccccc3)cc2oc1=O	.	-2	-1.1	-288	-2	0.4	-0.3	-1	-3
CCN1C(=O)[C@H]2[C@H]3CN=C(SC)N3[C@@](C)(C(=O)OC)[C@H]2C1=O	-0.3	4	0.5	1	-6	-0.5	0.1	-4	-1
CCOC(=O)CSc1nc(-c2ccncc2)ccc1C#N	.	-1	-0.3	7	-20	-3.2	0.3	16	1
O=c1c2ccccc2c2ccccc2c(=O)n1Cc1ccc2c(c1)OCO2	-0.1	-3	.	-13	1	-0.3	-0.3	2	7
Cn1c(NC(=O)c2ccccc2F)cc(=O)n(C)c1=O	-0.2	6	0.6	6	2	-1.0	0.1	-9	-2
O=C(Cc1ccccc1Cl)Nc1cccc(S(=O)(=O)N2CCOCC2)c1	1.3	-3	0.5	18	9	-2.0	0.4	1	0
Cc1ccc(CNC(=O)C2CC(=O)N(C3CCCCCC3)C2)cc1 (stereo not given)	0.5	0	-0.3	-5	-5	-1.3	-1.0	-8	1

structure	TcdB inh	Anthrax LF inh2	PfHsp40 rescue	CCHF vOTU inh	PrPC surface inh	FadD28 binding	BoNT A protease	BoNT F protease	Y pestis TopoI
CCc1nc(NC(C)C)c2oc3ccccc3c2n1	.	1	-0.3	5	8	-3.8	0.1	-3	5
O=C(NC1CCCC1)c1ccc(S(=O)(=O)N2CCCC2)cc1	.	-4	-1.6	-7	0	-2.0	-0.5	3	-5
CC(C)N(c1ccccc1)c1ncnc(NCCC(=O)O)c1[N+](=O)[O-]	.	1	-0.6	-12	4	0.0	0.1	0	-6
COc1ccc(C2(CNC(=O)c3ccco3)CCOCC2)cc1	.	6	0.5	-7	3	0.1	-1.0	-5	-4
O=C(O)CCc1ccc(-c2cccs2)n1CC1CCCO1 (stereo not given)	.	-7	-0.1	-18	-3	1.2	-0.7	6	1
CC1=C(C(=O)OCC2CCCO2)C(c2cccc(C(F)(F)F)c2)C2=C(CC(c3ccco3)CC2=O)N1 (stereo not given)	.	-4	1.0	-3	0	-2.6	-7.0	-10	7
CC(C)c1nc(SCC(=O)Nc2ccc3c(c2)OCO3)n[nH]1	.	-4	0.1	8	12	-2.0	0.0	-5	-1
COc1cc(C2C(C#N)=C(N)OC3=C2C(=O)CCC3)cc(OC)c1OC(=O)N1CCOCC1 (stereo not given)	.	0	-1.4	0	-6	0.2	-0.6	-2	-6
CNS(=O)(=O)c1cc(NC(C)=O)c(C)cc1C	-0.7	-2	1.5	-14	-3	0.3	-0.1	0	-6
O=C(Nc1ccc(F)cc1)NC1CCCc2ccccc21 (stereo not given)	1.5	-2	0.1	5	-7	-4.0	-1.0	0	-5

Bioassay records (PubChem)
